# From PubChem BioAssay
# Gli-Sufu block: antagonists of Gli-Sufu signaling; Sufu-KO-LIGHT fibroblasts, Gli luciferase reporter luminescence; inhibition, % at 5 µM; 340,000 compounds, 0.74% hits;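 active = inhibition above about 55%, limit read from the data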;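 also: 0% = DMSO-treated cells and 100% = wells with medium but no cells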
# SENP8 block: SENP8 protease inhibition | inhibition, % at 10 µM | 330,000 compounds, 1.2% hits | purified SENP8, Z-RLRGG-aminoluciferin cleavage, luminescence | Q96LD8
# Target sequence (Q96LD8 whole entry, looked up): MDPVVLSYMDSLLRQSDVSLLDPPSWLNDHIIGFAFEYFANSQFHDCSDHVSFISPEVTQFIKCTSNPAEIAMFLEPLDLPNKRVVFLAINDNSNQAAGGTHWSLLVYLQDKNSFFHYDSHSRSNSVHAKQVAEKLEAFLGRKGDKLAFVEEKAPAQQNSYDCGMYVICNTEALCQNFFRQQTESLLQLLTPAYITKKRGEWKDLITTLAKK
# UBC13 inh: inhibitors of human UBC13 polyubiquitin chain formation. TR-FRET. inhibition, % at 20 µM. 330,000 compounds, 0.47% hits; in the data active = inhibition above about 45%, passing the limit was not always enough
# Target sequence (P61088 whole entry, looked up): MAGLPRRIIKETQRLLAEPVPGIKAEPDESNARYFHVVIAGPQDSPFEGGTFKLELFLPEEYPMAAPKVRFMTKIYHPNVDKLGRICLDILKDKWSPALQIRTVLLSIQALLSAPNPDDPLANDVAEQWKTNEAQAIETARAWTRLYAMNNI
# SENP7 block: inhibitors of human SENP7 protease. Q9BQF6. recombinant SENP7, Z-RLRGG-aminoluciferin luminescence, 40 min. inhibition, % at 5 µM. 330,000 compounds, 1.5% hits;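 active = inhibition above about 50% at the single test dose, limit read from the data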;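 also: plate controls were DMSO with enzyme for no effect and no enzyme buffer wells for full effect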
# Target sequence (Q9BQF6 706-1050 limits assumed): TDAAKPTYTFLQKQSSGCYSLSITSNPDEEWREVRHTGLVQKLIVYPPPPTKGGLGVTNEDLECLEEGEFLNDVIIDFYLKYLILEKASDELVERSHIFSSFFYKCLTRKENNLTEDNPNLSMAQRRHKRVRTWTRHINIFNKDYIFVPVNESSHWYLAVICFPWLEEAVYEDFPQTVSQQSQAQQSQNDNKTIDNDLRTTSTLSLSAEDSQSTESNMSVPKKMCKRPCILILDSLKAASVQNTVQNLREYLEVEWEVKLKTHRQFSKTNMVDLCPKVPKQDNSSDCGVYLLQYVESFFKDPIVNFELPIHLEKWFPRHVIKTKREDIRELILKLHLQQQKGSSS
# Jurkat NFkB inh: inhibitors of the PMA/ionomycin-induced NF-kB reporter in Jurkat cells | 330,000 compounds, 0.53% hits | AID 435003 | inhibition, % at 4 µM | PMA/ionomycin-induced NF-kB luciferase reporter, luminescence
# Apaf1 inhib: inhibitors of human Apaf-1 apoptosome; inhibition, % at 20 µM; reconstituted apoptosome caspase-3 activity, DEVD-Rh110 fluorescence; 330,000 compounds, 0.71% hits; O14727; active = inhibition of at least 40% at 20 µM;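 also: plate controls were DMSO wells for no effect and DEVD-CHO caspase inhibitor wells for full effect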
#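 Assay system: Apoptosome proteins | Medium: pH 7.5 Hepes buffer with CHAPS, BSA, DTT | Also added: Cytochrome c and DEVD-Rh110 substrate | Times: 30 min plus 50 min, RT | Detection: Rhodamine 110 fluorescence at Ex 480/Em 540 nm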
# HKDC1 inh: blocks human hexokinase HKDC1 activity. Q2TB90. recombinant HKDC1, G6PDH/diaphorase resazurin coupled fluorescence. inhibition, % at 20 µM. 340,000 compounds, 0.16% hits. AID 493160;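 active = inhibition above about 35% when tested at 20 µM, limit read from the data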;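 also: plate controls were DMSO wells with enzyme for no effect and DMSO wells lacking enzyme for full effect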
#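 System: Recombinant HKDC1 hexokinase | Amount: HKDC1 at 5 µg/mL | Reagent: Glucose with 1 mM ATP | Doses: Single 20 µM dose | Incubation: Reaction time 90 min, room temperature, protected from light | Signal: Coupled resazurin fluorescence, excitation 525 nm, emission 613 nm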
# 697 NFkB inh: inhibitors of the PMA/ionomycin-induced NF-kB reporter in 697 B cells; 697 B-cell NF-kB luciferase reporter, 16 h; inhibition, % at 4 µM; AID 435022; 330,000 compounds, 0.33% hits; in the data active = inhibition above about 35%
# * hit, by the source's call; . = no result given. Rule as the data show it, unless noted: active = inhibition above about 50%; inactive = the rest.
# Start of the listing, in advance, 5 compounds:
1: O=C(c1ccc(COc2ccccc2Br)o1)N1CCCCCC1
2: COc1ccc(Br)cc1CN(C)CC(=O)Nc1cc(Cl)ccc1Cl
3: COc1cc(NC(=O)Cc2ccc([N+](=O)[O-])cc2)c(C(=O)O)cc1OC
4: CC(=O)Nc1ccc(NC(=O)C(F)(F)F)cc1
5: O=C(c1ccc(OCc2cn3ccccc3n2)cc1)N1CCN(S(=O)(=O)c2ccccc2F)CC1
screen / no.	1	2	3	4	5
Gli-Sufu block	6.5	5.2	-8.1	-2.8	2.4
SENP8 block	7.5	-2.5	-5.9	-9.0	-1.5
UBC13 inh	5.6	10.5	-7.0	-2.9	-1.1
SENP7 block	7.5	4.0	5.5	-5.4	-1.9
Jurkat NFkB inh	8.2	10.1	-3.5	4.8	6.3
Apaf1 inhib	-4.4	4.5	10.1	-8.8	14.8
HKDC1 inh	-0.9	-5.2	14.6	-3.5	-2.1
697 NFkB inh	-20.9	13.9	22.9	-0.3	-0.9

# Results (from the top)
1: O=C(c1ccc(COc2ccccc2Br)o1)N1CCCCCC1
2: COc1ccc(Br)cc1CN(C)CC(=O)Nc1cc(Cl)ccc1Cl
3: COc1cc(NC(=O)Cc2ccc([N+](=O)[O-])cc2)c(C(=O)O)cc1OC
4: CC(=O)Nc1ccc(NC(=O)C(F)(F)F)cc1
5: O=C(c1ccc(OCc2cn3ccccc3n2)cc1)N1CCN(S(=O)(=O)c2ccccc2F)CC1
6: COC(=O)\C(C(C)=O)=C(/C=C/C=C/N(C)C)N(C)C
screen / no.	1	2	3	4	5	6
Gli-Sufu block	6.5	5.2	-8.1	-2.8	2.4	-3.0
SENP8 block	7.5	-2.5	-5.9	-9.0	-1.5	-4.9
UBC13 inh	5.6	10.5	-7.0	-2.9	-1.1	-14.9
SENP7 block	7.5	4.0	5.5	-5.4	-1.9	-0.5
Jurkat NFkB inh	8.2	10.1	-3.5	4.8	6.3	-5.7
Apaf1 inhib	-4.4	4.5	10.1	-8.8	14.8	9.0
HKDC1 inh	-0.9	-5.2	14.6	-3.5	-2.1	-7.4
697 NFkB inh	-20.9	13.9	22.9	-0.3	-0.9	-5.9

7: COc1ccc(OC)c(-c2csc(N(Cc3ccco3)C(=O)c3ccco3)n2)c1
8: Clc1ccc(OCc2cnc(Cl)s2)cc1
9: O=C(CCCn1c(=O)[nH]c2ccsc2c1=O)N1CCN(c2ccccn2)CC1
10: COc1ccc(NC(=O)Nc2cc(C(=O)O)ccc2N2CC3CC(C2)c2cccc(=O)n2C3)c(OC)c1 (configuration not stated)
11: COc1ccccc1C(=O)N/N=C(\C)CC(=O)Nc1ccccn1
12: COc1ccccc1N=Nc1c(O)[nH]c2ccc(Br)cc12
screen / no.	7	8	9	10	11	12
Gli-Sufu block	12.4	-31.2	-19.5	-5.8	25.0	27.9
SENP8 block	0.6	-21.0	0.3	-6.6	5.8	1.7
UBC13 inh	3.7	2.9	0.5	-5.0	6.1	-65.1
SENP7 block	8.5	-1.7	-0.1	3.3	1.5	7.0
Jurkat NFkB inh	2.3	-10.3	8.2	-1.4	-2.8	-2.1
Apaf1 inhib	2.8	-0.6	8.7	8.9	-0.3	3.2
HKDC1 inh	-9.4	1.9	1.5	-1.1	1.1	3.1
697 NFkB inh	0.0	4.7	-10.6	1.6	11.5	11.3

13: O=C(CCC(=O)c1cccs1)NNC(=O)c1cc(Cl)ccc1Cl
14: CCCc1c(C)nc2ccccc2c1SCCC#N
15: CSc1ccc(C(=O)C2CCCN(C(=O)c3ccc4c(c3)OCO4)C2)cc1 (configuration not stated)
16: CCn1cc(C(=O)NCC(=O)OC)c2cc(OC)c(OC)cc2c1=O
17: COc1ccc(NC(C)=O)cc1NC(=O)CN1CCN(C2c3ccccc3-c3ccccc32)CC1
18: O=S(=O)(Nc1ccncc1Cl)c1ccc2ccccc2c1
screen / no.	13	14	15	16	17	18
Gli-Sufu block	-2.3	-1.3	11.6	0.9	-1.1	1.4
SENP8 block	8.5	-5.1	-3.5	-0.1	-4.4	4.0
UBC13 inh	2.2	7.8	40.3	-0.7	16.1	-1.5
SENP7 block	-3.0	-0.6	0.4	-2.1	-3.7	3.0
Jurkat NFkB inh	-2.3	2.9	8.0	6.8	13.6	2.9
Apaf1 inhib	-5.4	-3.6	12.4	-1.3	30.6	2.8
HKDC1 inh	-4.8	-12.3	-6.7	2.5	-5.4	5.8
697 NFkB inh	9.6	-9.4	-0.6	22.3	-8.8	-1.4

19: Cc1cc(C)c(S(=O)(=O)Nc2cc(C)on2)c(C)c1
20: O=C(O)c1[nH]c2ccccc2c1C=NCc1ccccc1Cl
21: O=C(Nc1nc(-c2ccc3ccccc3c2)cs1)c1ccc(N2C(=O)CCC2=O)cc1
22: O=C(Nc1cc(-c2nc3ccccc3s2)ccc1Cl)c1ccc2c(c1)OCO2
23: CCCCOc1nc2ccccc2nc1C(C#N)S(=O)(=O)c1ccccc1 (configuration not stated)
24: CN(C)c1ccc(/C=N/NC(=O)c2ccccc2Cl)cc1
screen / no.	19	20	21	22	23	24
Gli-Sufu block	2.0	-9.5	-3.6	-15.3	3.8	-81.4
SENP8 block	-4.8	0.1	-10.0	-6.1	-5.7	-3.7
UBC13 inh	7.4	-2.0	20.8	15.2	-15.5	-2.9
SENP7 block	4.6	4.1	12.8	5.7	-1.7	8.2
Jurkat NFkB inh	-3.5	-6.9	-5.1	-37.7	-16.5	16.7
Apaf1 inhib	-2.6	0.4	-3.6	-10.4	-3.1	-3.6
HKDC1 inh	-2.4	-2.9	-5.5	-0.3	-1.2	13.4
697 NFkB inh	11.2	-5.3	-32.7	-42.6	10.4	-78.8

25: O=C(O)c1cccc(NC(=O)c2ccc(COc3ccc(Cl)cc3)cc2)c1
26: O=C(CSc1nnc(NC(=O)c2cc(Br)ccc2Cl)s1)NCC1CCCO1 (configuration not stated)
27: CC(C)Cc1cc(C(=O)N2CCCC(CCC(=O)N(C)CCc3ccccn3)C2)no1 (configuration not stated)
28: NC(=O)c1nsc(C(=O)N(c2ccccc2)C(C(=O)NC2CCCCC2)c2ccc(O)cc2)c1N (configuration not stated)
29: Cc1cc2c([nH]c3ccccc32)c(C)n1
30: COc1ccc(-c2noc(COc3ccc4c(c3)OCO4)n2)cc1
screen / no.	25	26	27	28	29	30
Gli-Sufu block	-11.4	-5.5	7.4	-12.0	1.8	-3.1
SENP8 block	53.0*	4.6	-4.4	4.0	-5.3	-15.8
UBC13 inh	-8.0	2.2	4.7	28.4	6.2	-0.9
SENP7 block	29.3	-3.0	2.3	6.0	3.0	4.9
Jurkat NFkB inh	-0.7	3.1	4.0	12.8	-17.0	-4.0
Apaf1 inhib	13.0	-5.1	0.0	9.2	0.5	-5.7
HKDC1 inh	1.4	-4.8	-11.8	1.7	1.4	1.6
697 NFkB inh	-11.0	17.6	-2.1	10.5	0.7	1.9

31: Cc1ccc(S(=O)(=O)Cc2ccc(C(=O)N3CCN(Cc4ccccc4)CC3)o2)cc1
32: C=CCN(CC=C)CC(=O)Nc1ccc(S(N)(=O)=O)cc1
33: CC1CCc2sc(NC(=S)NC(=O)c3ccccc3)c(C#N)c2C1 (configuration not stated)
34: COC(=O)c1sc2nc3c(cc2c1N)COC(C)(C)C3
35: COc1ccc(/C=C/C(=O)O)cc1S(=O)(=O)N1CCC(C)CC1
36: CS(=O)(=O)N(CC(=O)Nc1ccccc1-c1ccccc1)c1ccc(F)cc1
screen / no.	31	32	33	34	35	36
Gli-Sufu block	.	-5.1	-22.2	-81.0	-2.6	3.5
SENP8 block	-2.8	2.3	-2.4	-11.4	-1.6	3.0
UBC13 inh	-0.6	7.1	0.4	-12.6	-6.8	7.1
SENP7 block	-3.2	6.4	5.3	-7.4	7.2	1.7
Jurkat NFkB inh	6.7	-0.4	-47.8	-90.4	-3.4	-2.4
Apaf1 inhib	4.0	1.6	17.0	10.1	4.3	5.0
HKDC1 inh	.	-4.8	-5.9	0.8	-5.7	-6.3
697 NFkB inh	9.4	-9.1	-93.0	-117.2	8.0	4.6

37: Cc1cnc(CN(C)C(=O)C2CCC(=O)N(CCc3cccc(F)c3)C2)[nH]1 (configuration not stated)
38: Cc1cc(C)n2cc(CSc3nnnn3-c3ccc(Cl)cc3)nc2n1
39: O=C(/C=C/c1ccc(Cl)cc1)c1cccnc1
40: O=C(O)c1cccc(NC(=S)N/N=C/c2cccnc2)c1
41: Cc1noc(C)c1COc1ccc(C(=O)OCC(=O)Nc2ccc(C(=O)N(C)C)cc2)cc1
42: O=C(Nc1ccc(Cl)cc1)OC(CN1CCCCC1)C(F)(F)F (configuration not stated)
screen / no.	37	38	39	40	41	42
Gli-Sufu block	26.3	3.6	-12.0	16.0	-6.3	-3.2
SENP8 block	5.7	-1.6	-7.8	9.5	-15.2	0.2
UBC13 inh	2.0	3.9	6.6	-0.7	-6.5	4.2
SENP7 block	-1.6	-0.5	-8.5	-0.9	-9.2	-1.4
Jurkat NFkB inh	-6.8	13.1	-17.2	9.6	6.5	-7.2
Apaf1 inhib	-9.0	1.9	10.1	-4.0	11.1	0.9
HKDC1 inh	-4.2	-4.9	18.1	-3.2	-6.5	-0.3
697 NFkB inh	2.4	-4.9	-14.5	-3.0	1.7	19.5

43: CCC(=O)OCCn1c(Br)nc2c1c(=O)[nH]c(=O)n2C
44: CCOc1ccc(-c2[nH]nc3c2C(c2ccc(O)cc2)C(C#N)=C(N)O3)cc1 (configuration not stated)
45: Cc1ccc(C(=O)CCNc2ccccc2)o1
46: O=C(COc1ccccc1F)c1ccc(O)cc1O
47: Cc1c(NCc2cccnc2)cccc1C(=O)O
48: COc1ccc(C(=O)OCC(=O)c2ccc3[nH]c(=O)[nH]c3c2)c(OC)c1OC
screen / no.	43	44	45	46	47	48
Gli-Sufu block	5.4	2.9	-9.7	-9.4	6.9	-1.8
SENP8 block	-3.5	8.8	-17.7	-5.2	-15.1	0.1
UBC13 inh	4.8	3.5	-10.4	-3.8	-12.5	8.6
SENP7 block	-2.6	13.9	-2.5	3.2	14.0	10.6
Jurkat NFkB inh	6.6	7.3	-46.7	-8.5	-18.8	5.4
Apaf1 inhib	0.8	-1.1	0.0	1.2	4.0	-8.7
HKDC1 inh	1.6	-5.5	6.7	-4.2	-6.8	0.0
697 NFkB inh	10.2	2.2	-47.0	4.3	-42.3	17.0

# Some of the entries so far, with values under each structure:
# The line under a structure holds: Gli-Sufu block	SENP8 block	UBC13 inh	SENP7 block	Jurkat NFkB inh	Apaf1 inhib	HKDC1 inh	697 NFkB inh
46. O=C(COc1ccccc1F)c1ccc(O)cc1O
 : -9.4	-5.2	-3.8	3.2	-8.5	1.2	-4.2	4.3
48. COc1ccc(C(=O)OCC(=O)c2ccc3[nH]c(=O)[nH]c3c2)c(OC)c1OC
 : -1.8	0.1	8.6	10.6	5.4	-8.7	0.0	17.0

# (cont.)
49: Cc1ccc(C)c(S(=O)(=O)NCCOc2nc(NC(C)C)nc(NC(C)C)n2)c1
50: Cc1cc(=O)n(C(NC(=O)c2ccccc2)C(=O)c2ccccc2)cn1 (configuration not stated)
51: Nc1ccc2nn(-c3ccc(Cl)cc3)nc2c1
52: COc1ccc(-n2c(SC)nc(O)cc2=O)cc1
53: O=c1cc(Cl)[nH]c(=O)n1Cc1ccc(F)cc1
54: Cc1ccc(CN=c2c([N+](=O)[O-])nn(-c3cccc(Cl)c3)n2O)cc1
55: COC(=O)CC1C(=O)NCCN1C(=O)c1sc2ccccc2c1Cl (configuration not stated)
screen / no.	49	50	51	52	53	54	55
Gli-Sufu block	0.5	-0.5	-83.1	0.6	1.4	-15.7	-1.2
SENP8 block	-0.3	-10.3	86.7*	4.6	-7.0	-8.1	10.3
UBC13 inh	3.8	-5.7	5.0	6.6	6.0	-22.8	-0.2
SENP7 block	-0.4	-6.0	57.3*	1.8	6.1	-3.8	2.7
Jurkat NFkB inh	3.4	-13.4	-101.4	10.0	0.3	-14.2	-3.6
Apaf1 inhib	-22.5	-9.9	83.8*	-8.2	2.7	7.8	-17.0
HKDC1 inh	-6.6	-14.8	8.6	-9.1	-3.0	6.1	-0.6
697 NFkB inh	9.1	12.2	-165.7	17.7	-20.2	-33.3	14.7
